CHT PAM: allosteric activators of human choline transporter CHT; Q9GZV3; CHT-expressing cells, membrane potential dye, choline EC20; hits give high values; LV-AA mutant CHT in HEK293 cells; B-score at 10 µM; 0.49% of 310,000 active;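 active = initial fluorescence not abnormally high and integrated response B-score, plate-corrected, over 3 SD above library mean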
Target sequence (Q9GZV3 whole entry, looked up): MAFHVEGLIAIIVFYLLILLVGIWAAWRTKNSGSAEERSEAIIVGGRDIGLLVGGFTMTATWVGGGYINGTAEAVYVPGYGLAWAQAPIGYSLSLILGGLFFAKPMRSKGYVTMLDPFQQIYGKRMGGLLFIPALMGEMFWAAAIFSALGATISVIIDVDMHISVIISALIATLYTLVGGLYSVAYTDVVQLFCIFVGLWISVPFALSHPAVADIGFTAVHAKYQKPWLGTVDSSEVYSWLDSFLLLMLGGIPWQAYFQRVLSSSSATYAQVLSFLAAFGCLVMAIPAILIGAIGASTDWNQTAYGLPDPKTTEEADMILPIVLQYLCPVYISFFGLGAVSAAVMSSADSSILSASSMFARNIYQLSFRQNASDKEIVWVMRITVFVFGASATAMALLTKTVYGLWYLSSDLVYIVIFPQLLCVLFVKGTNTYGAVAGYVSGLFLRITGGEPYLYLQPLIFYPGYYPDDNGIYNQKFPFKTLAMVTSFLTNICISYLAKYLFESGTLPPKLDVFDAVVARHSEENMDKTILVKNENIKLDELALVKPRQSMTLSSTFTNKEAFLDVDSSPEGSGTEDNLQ
OX1R antag-1: antagonists of human orexin 1 receptor | CHO/OX1R cells, Fluo-8 calcium fluorescence, orexin A | inhibition, % at 5 µM | 0.43% of 330,000 active | AID 434989;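 active = inhibition above its plate's threshold, mean inhibition of all tested compounds on the plate plus 3 SD, cut at about 37% in these data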;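 also: 0% = orexin A challenge wells and 100% = SB-334867-A antagonist wells; not every result past the cut was called active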
Target sequence (O43613 whole entry, looked up): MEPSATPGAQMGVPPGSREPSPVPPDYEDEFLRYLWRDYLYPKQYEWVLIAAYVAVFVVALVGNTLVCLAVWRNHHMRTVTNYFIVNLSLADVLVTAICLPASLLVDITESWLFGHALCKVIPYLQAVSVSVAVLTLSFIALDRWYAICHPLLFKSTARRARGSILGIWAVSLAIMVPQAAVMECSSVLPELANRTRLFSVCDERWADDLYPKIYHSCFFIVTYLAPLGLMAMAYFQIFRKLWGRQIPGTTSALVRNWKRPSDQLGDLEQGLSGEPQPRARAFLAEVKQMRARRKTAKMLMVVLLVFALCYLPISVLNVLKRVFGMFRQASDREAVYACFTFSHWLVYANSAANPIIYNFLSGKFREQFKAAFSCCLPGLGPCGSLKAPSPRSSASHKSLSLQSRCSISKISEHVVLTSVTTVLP
OX1R antag-2: blocks the human orexin 1 receptor. O43613. OX1R-expressing cells, FRET antagonist read-out. inhibition, % at 6.6 µM. 1.8% of 330,000 active. AID 485270; in the data active = inhibition mostly above about 38%, no sharp cut-off; inactive = mostly below about 40%;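 also: 0% = agonist challenge alone and 100% = reference antagonist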
* = called active by the depositor; i = inactive; · = not tested or not shown.

Under each structure – CHT PAM, OX1R antag-1, OX1R antag-2
> Cc1ccc(C(=O)NCCN2C3=NC[C@H](Cc4ccc(O)cc4)N3C[C@H]2Cc2ccc(O)cc2)cc1Br
→ i, -4.1, 20.5
> Cc1oc2ccc(O)cc2c1C(=O)c1ccc(Br)cc1
→ i, -18.3, 8.6
> COc1ccc(Cl)cc1S(=O)(=O)NCc1ccncc1
→ i, -15.6, 30.0
> Cc1ccc(C)c(S(=O)(=O)Nc2ccc(C(=O)N3CC(C)OC(C)C3)cc2)c1 (centres undefined)
→ ·, -16.3, 2.5
> CCOc1ccccc1-c1nc(CN2CCCN(C(=O)c3ccco3)CC2)c(C)o1
→ i, -6.8, 7.0
> O=C(Cc1ccc(Br)cc1)N/N=C/c1cccnc1
→ i, -21.0, 15.3
> CNC(=O)c1ccc2snnc2c1
→ i, -11.3, 12.0
> CCN1CCN(c2ncnc3sc4c(c23)CCC(C)C4)CC1 (centres undefined)
→ i, -6.2, 6.1
> CCOC(=O)C1=C(C(F)(F)F)Nc2ncnn2C1c1cccc(OC)c1OC (centres undefined)
→ i, -13.0, 8.8
> CCC1=C(OC(=O)N(CC)CC)N2C(=O)OC(=NCCc3c[nH]c4ccccc34)[C@]2(C)[C@H]2C1=CC[C@H]1C(=O)N(CC)C(=O)[C@H]12
→ i, -40.9, 5.5
> Cc1ccccc1N(C(=O)CNC(=O)c1ccco1)C(C(=O)NC1CCCC1)c1ccncc1 (centres undefined)
→ i, -28.6, 13.9
> CC(C)c1ccc(/C=N/NC(=O)c2cccc(Cl)c2)cc1
→ i, 1.6, 34.0
> Cc1ccccc1N1C(=O)c2ccccc2N2C(=O)c3ccccc3C12 (centres undefined)
→ i, -7.6, 22.9
> COc1ccccc1/C=C1\SC(=O)N(CC(=O)N(C)C2CCS(=O)(=O)C2)C1=O (centres undefined)
→ i, -20.6, 15.9
> O=C(Nc1ncn[nH]1)C(F)(F)C(F)F
→ i, -17.9, 14.2

Record cards (already shown). Values in the order: CHT PAM	OX1R antag-1	OX1R antag-2
`COc1ccccc1/C=C1\SC(=O)N(CC(=O)N(C)C2CCS(=O)(=O)C2)C1=O` (centres undefined) reads i	-20.6	15.9
`CCC1=C(OC(=O)N(CC)CC)N2C(=O)OC(=NCCc3c[nH]c4ccccc34)[C@]2(C)[C@H]2C1=CC[C@H]1C(=O)N(CC)C(=O)[C@H]12` reads i	-40.9	5.5
`CCOC(=O)C1=C(C(F)(F)F)Nc2ncnn2C1c1cccc(OC)c1OC` (centres undefined) reads i	-13.0	8.8

The main list resumes; the 4 compounds before the break are reprinted first.
Under each structure – CHT PAM, OX1R antag-1, OX1R antag-2
> CC(C)c1ccc(/C=N/NC(=O)c2cccc(Cl)c2)cc1
→ i, 1.6, 34.0
> Cc1ccccc1N1C(=O)c2ccccc2N2C(=O)c3ccccc3C12 (centres undefined)
→ i, -7.6, 22.9
> COc1ccccc1/C=C1\SC(=O)N(CC(=O)N(C)C2CCS(=O)(=O)C2)C1=O (centres undefined)
→ i, -20.6, 15.9
> O=C(Nc1ncn[nH]1)C(F)(F)C(F)F
→ i, -17.9, 14.2
> Cc1ccc(OCC(=O)Nc2cc(S(=O)(=O)N3CCCCC3)ccc2N2CCN(C)CC2)c(C)c1
→ i, -25.3, 4.5
> C=CCc1ccccc1OCC(=O)N/N=C/c1ccccc1OCC
→ i, -22.4, 9.7
> CCOc1ccc(-c2nc(C#N)c(NCC(C)C)o2)cc1
→ i, -20.7, 21.0
> COc1ccc(-n2cnnc2SCC(=O)Nc2cccc([N+](=O)[O-])c2)cc1
→ i, -3.0, 11.4
> CCCC(O)(CCC)C(=O)NN(C(=O)CCl)c1cccc(C)c1
→ i, 0.7, 15.1
> COc1c(Cl)cc(Cl)cc1C(=O)Nc1ccc(C(=O)O)cc1
→ i, 7.8, 12.7
> CC(C)(C)OC(=O)C[C@@H]1C/C=C\C[C@@H](CC(=O)N[C@H](CO)Cc2ccccc2)C(=O)NC[C@@H](c2ccccc2)OC1=O
→ ·, -12.5, 8.9
> CCc1ccc(C2=CC(c3cc(Br)ccc3F)n3ncnc3N2)cc1 (centres undefined)
→ i, -22.0, 0.0
> Nc1nc2ccc([N+](=O)[O-])cc2[nH]1
→ i, -5.9, 12.8
> Cc1cccc(NC(=O)NNC(=O)c2cc3ccccc3cc2O)c1C
→ i, -19.5, 21.1
> CC(CC(=O)Nc1cccnc1)c1ccccc1 (centres undefined)
→ i, -2.2, 22.3
> Cc1cccc(N2CCN(C(=O)CCC(=O)N3Cc4ccccc4Oc4ncccc43)CC2)c1C
→ i, -47.1, 1.1
> CCc1nnc(NC(=O)c2ccc(-c3cc(C(F)(F)F)ccc3Cl)o2)s1
→ i, -2.3, -5.5
> Cc1cccc(Nc2nnc(SCC(=O)NC(=O)CN3CCCC3=O)s2)c1
→ ·, -15.6, 0.8
> CCOc1ccc(S(=O)(=O)N2CCN(S(=O)(=O)c3ccc(C(C)=O)cc3)CC2)cc1
→ i, -11.2, 5.4

Results in OX1R antag-1 (four entries from above):
Molecule | OX1R antag-1
COc1ccc(-n2cnnc2SCC(=O)Nc2cccc([N+](=O)[O-])c2)cc1 | -3.0
CCCC(O)(CCC)C(=O)NN(C(=O)CCl)c1cccc(C)c1 | 0.7
COc1c(Cl)cc(Cl)cc1C(=O)Nc1ccc(C(=O)O)cc1 | 7.8
CC(C)(C)OC(=O)C[C@@H]1C/C=C\C[C@@H](CC(=O)N[C@H](CO)Cc2ccccc2)C(=O)NC[C@@H](c2ccccc2)OC1=O | -12.5

In another format: entries from further up.
CCCC(O)(CCC)C(=O)NN(C(=O)CCl)c1cccc(C)c1
  CHT PAM: i
  OX1R antag-1: 0.7
  OX1R antag-2: 15.1

COc1c(Cl)cc(Cl)cc1C(=O)Nc1ccc(C(=O)O)cc1
  CHT PAM: i
  OX1R antag-1: 7.8
  OX1R antag-2: 12.7

CC(C)(C)OC(=O)C[C@@H]1C/C=C\C[C@@H](CC(=O)N[C@H](CO)Cc2ccccc2)C(=O)NC[C@@H](c2ccccc2)OC1=O
  CHT PAM: ·
  OX1R antag-1: -12.5
  OX1R antag-2: 8.9

(next part)
Under each structure – CHT PAM, OX1R antag-1, OX1R antag-2
> COc1ccccc1CCNC(=O)CC1C(=O)NCCN1CCCc1ccccc1 (centres undefined)
→ i, -33.3, 25.1
> O=C(CCn1c(=O)sc2ccccc21)NCCC1=CCCCC1
→ i, -4.7, 12.1
> O=S(=O)(c1ccc(=S)[nH]c1)N1CCN(Cc2ccccc2)CC1
→ ·, -15.3, 7.4
> CCN(CC)C(=O)C12C(=O)Oc3ccccc3C1C2(C)C(=O)c1ccc(F)cc1 (centres undefined)
→ i, -3.7, 1.4
> C=CCSc1nc2ccccc2[nH]1
→ i, 0.4, 19.2
> CC(NC(=O)C12CC3CC(CC(C3)C1)C2)C(=O)N/N=C/C1=C(N2CCOCC2)C(=C\c2ccccc2)/CC1 (centres undefined)
→ i, -30.1, 22.1
> COc1ccc(C(=O)C23CC4CC(C2)CC(C(=O)c2ccc(OC)cc2)(C4)C3)cc1
→ i, -13.3, 12.3
> Cc1ccc2cc3cc(C(=O)NCCCN4CC(C)CC(C)C4)oc3nc2c1 (centres undefined)
→ i, -25.9, 32.1
> CCOC(=O)c1ccc(NC(=O)CNC(=O)C2CCCCC2)cc1
→ i, -4.4, 3.0
> CCOC(=O)C(Cc1ccc(OC)c([N+](=O)[O-])c1)NC(=O)CCC(=O)Nc1ccc(C)cc1 (centres undefined)
→ i, -7.6, 12.6
> CC(C)(C)NC(=O)CC1C(=O)NCCN1Cc1c(F)cccc1Cl (centres undefined)
→ i, -3.0, 9.9
> Cn1cc(CNCCCn2ncc3ccccc32)c(-c2ccccc2F)n1
→ i, -33.5, 22.4
> Cc1cc(NC(=O)c2sc(Nc3cccc(C(F)(F)F)c3)nc2N)no1
→ i, -15.7, -5.2
> Cn1c(=O)c2ccccc2n(Cc2ccccc2Cl)c1=O
→ i, -12.0, 48.8
> Nn1cc(-c2ccccc2)nc1SCC(=O)Nc1ccc(S(N)(=O)=O)cc1
→ i, -7.6, 4.1

Next results
smiles | CHT PAM | OX1R antag-1 | OX1R antag-2
CCn1c(=O)c2cc(S(=O)(=O)NCCOc3ccccc3)ccc2n(CC)c1=O | i | -20.2 | 4.2
c1ccc(-c2ccc(-c3cnc4n3CCCCC4)cc2)cc1 | i | -15.1 | 33.1
Cc1c(CCC(=O)N[C@@H](C)C(=O)O)c(=O)oc2cc3occ(-c4ccccc4)c3cc12 | i | -3.2 | 6.9
O=[N+]([O-])c1nn(-c2ccc3c(c2)OCCO3)n(O)c1=Nc1ccc(Cl)cc1 | i | -27.5 | 7.6
COC(=O)c1ccccc1NC(=O)Nc1cccnc1 | i | -2.9 | 7.0
COc1cc(/C=C(/C(=O)c2cccs2)c2nc3ccccc3[nH]2)ccc1O | i | -16.6 | 10.1
CCOc1ccc(CNS(=O)(=O)c2cc(CN3C(=O)c4cccnc4C3=O)ccc2OC)cc1 | i | -11.3 | 20.1
CC(C)(C)CC(C)(C)c1ccc(O)c(CN2CCN(CCC#N)CC2)c1 | i | -27.1 | 2.5
CCN(C[C@H]1N[C@@](Cc2ccccc2)(C(=O)OC)[C@H]2C(=O)N(Cc3ccccc3)C(=O)[C@@H]12)C(=O)Nc1ccc(C)cc1 | · | -23.8 | 11.1
COc1ccc(-c2nn(-c3ccccc3)cc2C(=O)NC(=S)NNC(=O)c2ccncc2)cc1 | i | 8.6 | 23.8
CCn1c(=S)sc2nc(C)sc21 | i | 0.7 | 12.4
COc1cccc(C(=O)Nc2nnc(S(=O)(=O)Nc3cccc(C)c3)s2)c1 | i | 36.4 | 89.5*
COC(=O)c1nnn(-c2nonc2N)c1-c1cccs1 | i | -17.0 | 25.3
Cn1c(N)c(C(=O)COC(=O)C2=COCCO2)c(=O)n(C)c1=O | i | 6.6 | 18.9
O=C(NCc1ccc(OC(F)(F)F)cc1)C1CC(c2cccc(F)c2)=NO1 (centres undefined) | i | -13.8 | 23.0
Cc1ccc(CCNC(=O)C2CCN(c3nn4c(=O)cc(C)nc4s3)CC2)cc1 | i | -29.0 | 14.3
O=C(OCC(=O)c1ccc[nH]1)c1ccc(F)c(S(=O)(=O)N2CCOCC2)c1 | · | -22.0 | 1.8
Cc1ccc(C)c(NC(=O)C(Sc2ncnc3ccccc23)c2ccccc2)c1 (centres undefined) | i | -8.9 | 14.8
CC(C)C(OC(=O)c1ccc(Cl)nc1)C(=O)NC1CCCCC1 (centres undefined) | i | -22.8 | 20.0
Nc1cc(=O)[nH]c(SCC(=O)N2CCN(S(=O)(=O)c3ccc4ccccc4c3)CC2)n1 | i | -18.8 | 2.0
CC(=O)Oc1cc(C(C)C)c(OCCN(C)C)cc1C | i | -2.6 | 16.1
C=CCN=C1S/C(=C\N(C)C)C(=O)N1S(=O)(=O)c1ccc(C)cc1 | · | 8.8 | 0.6
CCOc1ccc(NC(=O)CNc2cccc(S(=O)(=O)N3CCCCCC3)c2)cc1OCC | · | -13.8 | 2.3
O=C(OCc1cccc([N+](=O)[O-])c1)c1cc2ccccc2oc1=O | i | 44.6 | 9.3
CC1CC(C)CN(CC(=O)N2CCc3[nH]c4ccccc4c3C2)C1 (centres undefined) | i | -13.8 | 32.4
COc1ccc(C)cc1NC(=O)c1cnc2n(c1=O)CCS2 | i | -23.4 | 8.0
Cc1cc(-c2n[nH]c(=S)n2/N=C/c2sccc2C)n[nH]1 | i | -7.4 | 10.4
COc1ccc(N(C)C(=O)Cc2c(C(=O)O)n(C)c3ccccc23)c(OC)c1 | i | -12.1 | 6.1
O=C(COC(=O)c1cccc(Br)c1)NCCNC(=O)COC(=O)c1cccc(Br)c1 | i | -16.1 | 11.3
C/C(=N\Nc1ccc(C(=O)c2c(C)cc3ccccn23)cc1[N+](=O)[O-])c1ccc(O)cc1 | i | -3.8 | 2.6
O=C(NCCCN1CCCC1=O)Nc1ccccc1Cl | i | 2.2 | 12.6
COc1ccc(NC(=O)Cn2c(=O)n(-c3ccccc3)c(=O)c3oc4ccccc4c32)c(OC)c1 | i | -17.5 | 9.1
COc1ccc(CNC(=O)C(=O)NCC2OCCCN2S(=O)(=O)c2cccs2)cc1 (centres undefined) | i | -12.2 | 12.5
Cc1nn(C)c(C)c1NS(=O)(=O)c1ccc(Cl)s1 | · | -1.5 | 2.9
Cc1cc(NC(=O)CSc2nc3ccsc3c(=O)n2Cc2ccccn2)n[nH]1 | i | -21.7 | 9.0
CCN1C(=O)c2cccc3c(S(=O)(=O)Nc4ccc(OC)cc4OC)ccc1c23 | i | -24.4 | 26.6
N#Cc1ccsc1NC(=O)CN1CCCCC1 | i | -30.8 | 20.0
Cc1nc([N+](=O)[O-])cn1-c1nc2ccccn2c1[N+](=O)[O-] | i | -11.3 | 54.5*
CCN(CC)CCN(Cc1cc2ccc(C)c(C)c2[nH]c1=O)C(=S)NCc1ccco1 | i | -10.6 | 12.5
COc1ccc(CNC(=O)CCC(=O)Nc2nnc(C(F)(F)F)s2)cc1 | i | -0.7 | -7.8
COc1cc(-c2noc(C)c2C#Cc2ccsc2)cc(OC)c1OC | i | 9.8 | 49.8
COc1ccc(CCNCC(=O)Nc2ccc(C)c(S(=O)(=O)N(C)C)c2)cc1 | i | -27.8 | 3.6
N[C@@H](Cc1cc(I)c(Oc2cc(I)c(O)c(I)c2)c(I)c1)C(=O)O | i | 5.5 | 13.8

Bioassay records deposited in PubChem by several laboratories.

Hits appear at their usual frequency; about 2.5% have a hit in one of these screens.
